Screens deposited in PubChem BioAssay by National Center for Advancing Translational Sciences (NCATS).
ELG1 DNA repair: inhibitors of ELG1-dependent DNA repair in HEK293T cells | Potency, µM (highest dose often 46.1 µM), for inactives: top-dose activity change, negative = inhibition, most hits filed as inhibitors | AID 504467 | hit rate 2.3% among 330,000 | HEK293T ELG1-luciferase reporter, luminescence, 16 h; DNA damage induced by 5-fluorouridine; also: potency is read from the fitted curve at half-maximal effect; % is scaled to controls: 0 for no effect and ±100 for the full control effect; nearly all actives have a fitted effect of over 55% in size
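Overnight (16 hr) co-exposure of 2,000 cells/well to 5-fluorouridine and compound at 37 °C preceded detection. Luciferase was quantified via ONE-Glo luminescence; loss of signal denotes inhibition.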
Mito fusion act: mitochondrial division inhibition or fusion activation. S. cerevisiae fusion-defective mutant growth rescue, CellTiterGlo 48 h. Potency, µM (doses to about 46.1 µM), for inactives: top-dose growth rescue (activation), usual class: activators. hit rate 0.23% among 320,000. AID 485298;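 also: potency is read from the fitted curve at half-maximal effect; % of control where 0% means no effect; nearly all actives have a fitted effect of over 45% in size; temperature-sensitive fusion mutants such as fzo1-1 at 37 °C on non-fermentable ethanol glycerol medium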
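Yeast fusion mutant, YPEG (non-fermentable carbon), compound, 48 h at 37C non-permissive; CellTiterGlo added, 10 min RT, luminescence read. Rescued growth = division inhibition.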
A-T KAP1 phos: potential ataxia-telangiectasia treatments restoring KAP-1 phosphorylation | […] A-T fibroblasts, KAP-1 phosphorylation AlphaLISA; neocarzinostatin DNA damage 30 min before lysis | Potency, µM (titrated, usually from 57.5 µM), for the others: at the highest dose activation, most hits filed as activators | hit rate 0.19% among 320,000 | AID 485349; also: potency is read from the fitted curve at half-maximal effect; % of control where 0% means no effect; nearly all actives have a fitted effect of over 45% in size
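ATM-like activity read as KAP-1 phosphorylation via AlphaLISA donor/acceptor antibody pairs after lysis and 6 hr at 25C. Cells were ATM-null patient fibroblasts ([…], hTERT), dosed 60 min, then exposed to the DSB inducer NCS for 30 min.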
Eya2 inh: blocks the phosphatase activity of human Eya2 | recombinant Eya2, OMFP fluorescence dephosphorylation (OMFP is methylfluorescein phosphate) | Potency, µM (series often up to 76.9 µM), for inactives: at the highest dose activity, negative = inhibition, usual class: inhibitors | hit rate 0.006% among 330,000; also: potency is read from the fitted curve at half-maximal effect; % is scaled to controls: 0 for no effect and ±100 for the full control effect
Target sequence (O00167 whole entry, looked up): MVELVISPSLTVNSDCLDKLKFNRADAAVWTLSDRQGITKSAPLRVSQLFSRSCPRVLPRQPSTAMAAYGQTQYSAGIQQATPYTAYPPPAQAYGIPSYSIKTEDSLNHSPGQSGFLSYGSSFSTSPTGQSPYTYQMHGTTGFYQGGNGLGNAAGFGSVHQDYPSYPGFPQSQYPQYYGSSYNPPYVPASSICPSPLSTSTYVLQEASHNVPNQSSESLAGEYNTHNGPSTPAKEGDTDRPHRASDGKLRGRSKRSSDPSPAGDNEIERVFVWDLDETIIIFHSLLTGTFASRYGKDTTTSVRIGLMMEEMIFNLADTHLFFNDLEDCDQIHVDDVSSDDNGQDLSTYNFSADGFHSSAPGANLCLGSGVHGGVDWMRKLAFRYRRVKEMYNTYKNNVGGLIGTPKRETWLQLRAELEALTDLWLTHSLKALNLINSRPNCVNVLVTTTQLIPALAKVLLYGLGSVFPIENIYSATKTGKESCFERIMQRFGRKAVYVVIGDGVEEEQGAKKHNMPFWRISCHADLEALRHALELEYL
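Eya2 protein (added as 0.2 uM solution) was preincubated with compound for 10 min at ambient temperature in 50 mM HEPES pH 7.5, 50 mM NaCl, 5 uM MgCl2, 0.05% BSA, 1 mM DTT. OMFP (added at 50 uM) then reacted 10 min; fluorescence read at 485/525 nm.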
TSHR antagonist: human thyrotropin receptor antagonism. AID 504810. hit rate 0.2% among 330,000. TSHR-expressing cells, TSH-stimulated cAMP HTRF, 2 h; hits give low values. activity change, negative = inhibition, % at 11.5 µM;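 active = activity change below a set negative limit, meaning inhibition stronger than a set level, cut at about -70% in these data; inconclusive = activity change between two set negative limits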; also: % is scaled to controls: 0 for no effect and ±100 for the full control effect
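Antagonism was scored as loss of TSH-driven cAMP in TSHR cells, stimulated with 4nM TSH (EC80) for 2 hours at 37 deg C and detected by homogeneous HTRF competition immunoassay.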
ASM inhibitor: blocks human secretory acid sphingomyelinase; P17405; placental ASM, HMU-PC fluorogenic substrate, 60 min; Potency, µM (top dose mostly 57.5 µM), without a hit: at the top dose activity change, negative = inhibition, most hits filed as inhibitors; AID 504937; hit rate 0.006% among 340,000; also: potency is read from the fitted curve at half-maximal effect
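Steps: dispense placental human ASM, pin compound, wait 10 min at room temperature, add HMU-PC0 substrate at 9 uM final, incubate 60 min at 37 °C, add stop solution raising pH to 10, read fluorescence.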
Tb PFK block: blocks T. brucei phosphofructokinase. AID 485367. hit rate 0.17% among 330,000. Potency, µM (titrated, usually from 57.5 µM), for inactives: at the top dose activity, negative = inhibition, most hits filed as inhibitors. T. brucei PFK, ADP-Glo luminescence. O15648;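 also: potency is read from the fitted curve at half-maximal effect; 0% = uninhibited 1x PFK enzyme wells and -100% = no-enzyme wells; nearly all actives have a fitted effect of over 60% in size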
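1.25 nM PFK with 0.5 mM F6P and 0.1 mM ATP in 0.1 M TEA pH 8.0, 5 mM MgCl2, incubated 45 min at room temperature; ADP measured by ADP-Glo luminescence; compounds titrated up to 57 uM.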
a7 integrin act: integrin-mediated muscular dystrophy alleviation activation; alpha7betagal myoblasts, beta-gal FDG fluorescence, 48 h; Potency, µM (top dose mostly 38.3 µM), for the others: at the top dose activation, actives largely listed as activators; hit rate 0.064% among 350,000; AID 624291;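 also: potency is read from the fitted curve at half-maximal effect; 100% = response of the positive control SU9516; nearly all actives have a fitted effect of over 60% in size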
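alpha7betagal+/- myoblasts (passage 13, 250/well) treated 48 h at 37C with compounds at 1:260 dilution of DMSO stock. Lysed, then beta-galactosidase activity read as FDG fluorescence (ex 480/em 540) after 30 min, with pre-read for autofluorescence.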
TCR act: T cell receptor activation | primary human leukocytes, anti-CD3, IL-2 HTRF, 48 h | Potency, µM (highest dose often 9.22 µM), inactives show at the highest dose activation of IL-2 secretion, most hits filed as activators | 330,000 tested, under 10 active; also: % of control where 0% means no effect
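1) Mix primary human leukocytes, a-CD3 beads and compound. 2) Incubate 48 hr. 3) Add HTRF IL-2 reagents (a-IL-2-K, a-IL-2-d2).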
BCR signal inh: inhibitors of chronic active B-cell receptor signaling; ABC-DLBCL IkBa-CBG/CBR reporter, luminescence ratio, 4 h; Potency, µM (doses to about 46.1 µM), for inactives: top-dose ratio change, negative = lower green/red ratio, hits mostly inhibitors; hit rate 0.05% among 340,000; active = well fitted inhibition curve with a large enough effect in the signal ratio, with a control signal flat, not every such curve was filed as active; inconclusive = small, poorly fitted or top-dose-only effect, or effect the other way, or a change in a side signal; the % refers to the signal ratio;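 also: potency is read from the fitted curve at half-maximal effect; plate controls were basal doxycycline-induced cells for no effect and cells given 10 µM MG132 for full effect; MG132 reads +100%, hits lower the ratio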
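Cell line TMD8 (human ABC DLBCL), stably expressing tet-inducible CBG68-IkBa fusion and CBR; IMDM/0.5% FBS; cpd up to 46 uM; dox induction, 4 h, 37C/5% CO2; dual luminescence; green/red ratio; MG132 control.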
PTAP TSG101 blk: blocks PTAP/TSG101 interaction to inhibit HIV-1 budding | AID 493005 | Q99816 | 340,000 tested, under 10 active | Fluorescence polarization, FITC-PTAP peptide / Tsg101 binding | Potency, µM (doses to about 115 µM), without a hit: top-dose activity change, negative = inhibition, most hits filed as inhibitors; active = well fitted inhibition curve with a large enough effect in the main read-out, with a control signal flat, not every such curve was filed as active; inconclusive = small, poorly fitted or top-dose-only effect, or effect the other way, or a change in a side signal; inactive = no such curve, though single readings can be large or run the other way; also: potency is read from the fitted curve at half-maximal effect; % of control where 0% means no effect
Target sequence (Q99816 whole entry, looked up): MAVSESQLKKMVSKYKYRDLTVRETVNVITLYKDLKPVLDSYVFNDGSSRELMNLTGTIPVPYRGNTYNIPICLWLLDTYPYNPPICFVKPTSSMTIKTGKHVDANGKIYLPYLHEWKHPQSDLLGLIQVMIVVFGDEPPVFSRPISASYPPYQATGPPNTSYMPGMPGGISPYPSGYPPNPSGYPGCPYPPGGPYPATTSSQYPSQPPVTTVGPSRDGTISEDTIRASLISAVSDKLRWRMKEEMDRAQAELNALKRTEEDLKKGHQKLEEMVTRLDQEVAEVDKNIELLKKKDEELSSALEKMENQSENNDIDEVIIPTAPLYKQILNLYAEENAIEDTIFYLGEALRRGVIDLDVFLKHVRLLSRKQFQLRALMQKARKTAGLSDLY
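Compounds were pin-transferred onto Tsg101 binding domain (10 uM final) in HEPES pH 7.5 buffer, then FITC-PTAP peptide was added at 50 nM final. After 20 min at RT, polarization reported peptide displacement across a qHTS concentration series.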
Numbers without * were called inactive; ? = inconclusive; nt = not tested or not shown; [ ] = remark or other dose. Unless noted, calls follow the shape of the dose curve; as a rule, active = well fitted curve in the direction sought with a large enough effect; inconclusive = small, poorly fitted or top-dose-only effect, or another doubt; inactive = no such curve, though single readings can be large; an effect the other way counts as inactive or inconclusive.

molecule | ASM inhibitor | a7 integrin act | Tb PFK block | Mito fusion act | ELG1 DNA repair | BCR signal inh | A-T KAP1 phos | PTAP TSG101 blk | TCR act | TSHR antagonist | Eya2 inh
Cc1nc(-c2ccc(NC(=O)/C=C\C(=O)O)cc2)cs1 | 3% | -6% | 3% | 1% | ? | ? | 2% | 0% | 4% | -6 | -5%
CC(=O)N1CCN(C(=O)c2cc(-c3cccc4ccccc34)nc3ccccc23)CC1 | nt | -5% | 1% | -15% | ? | 0% | 13% | 0% | -4% | -7 | -9%
CCOC(=O)CN1C(=O)C2Cc3ccccc3CN2C1=S (configuration not stated) | -5% | 11% | 0% | 9% | 8% | 6% | -14% | -2% | -2% | 4 | 18%
CC1(C)CC(=O)C2=C(C1)N(CCN1CCOCC1)C1=C(C(=O)CC(C)(C)C1)C2c1ccc(Cl)cc1 | nt | 4% | 5% | 1% | -22% | 0% | ? | 1% | 6% | -6 | 3%
Cc1ccc(S(=O)(=O)N2CCN(C(=O)c3ccccn3)CC2)c(C)c1 | -1% | 20% | 0% | -3% | 15% | -24% | -3% | 0% | 4% | 13 | 1%
CCC(C)NC(=O)Nc1ccc(F)c(Cl)c1 (configuration not stated) | -1% | 12% | -18% | 3% | 20% | 0% | 7% | 0% | 5% | 8 | -4%
Cc1ccc(NC(=O)C2CCCC2)cc1S(=O)(=O)N1CCOCC1 | -1% | ? | -8% | -3% | -10% | ? | 3% | -9% | 2% | -10 | -1%
O=C(NCCNc1cc(Cl)ccc1[N+](=O)[O-])c1ccco1 | -5% | -18% | 0% | 1% | 12% | ? | -8% | -4% | -4%[46.1 µM] | -14 | 4%
Cc1nc2cc(S(=O)(=O)N3CCC(C(=O)O)CC3)ccc2n1C1CCCC1 | 1% | 10% | -2% | -1% | 9% | -1% | -3% | -6% | -2% | -4 | 18%
Cc1ccc(C)c(OCC(=O)Nc2ccccc2N2CCCC2)c1 | -2% | 0% | 4% | 2% | 1% | 0% | 8% | -1% | 2% | -16 | -17%
CN(Cc1ccccc1)Cc1nc2c([nH]1)c(=O)[nH]c(=O)n2C | 3% | 19% | -6% | -2% | -3% | 17% | -8% | -8% | 2% | -4 | -32%
CC1CN(CCCCSc2ccc(Cl)cc2)CC(C)O1 (configuration not stated) | -2% | -27% | -5% | 21% | 1% | -4% | 5% | -2% | -6% | -9 | 3%
CCC(=O)Nc1ccc(-c2nnc(SCC(=O)NCC3CCCO3)n2C)cc1 (configuration not stated) | 3% | -3% | 2% | -3% | 2% | 1% | -1% | -1% | -2%[46.1 µM] | -6 | -4%
CCOc1cc(/C=N/NC(=O)OC)ccc1OCCSc1ccc(Cl)cc1 | -3% | ? | 0% | -3% | ? | -6% | 2% | 0% | -14%[46.1 µM] | -1 | -6%
Cc1ccc(N(CC(O)CN2CCCC2)S(=O)(=O)c2ccccc2)cc1 (configuration not stated) | 0% | -13% | 0% | -1% | 3% | 4% | 7% | -1% | 0% | -8 | -8%
N/C(=N\OC(=O)COc1ccc([N+](=O)[O-])cc1)c1cccnc1 | -1% | -9% | -1% | -8% | 14% | 1% | 7% | -4% | 6% | -5 | 8%
c1cc2nnnn2nc1N1CCCCC1 | 4% | -17% | 1% | 0% | ? | -2% | 4% | -14% | -4% | 7 | 9%
COc1ccc(C(=O)/C=C/c2ccc(O)cc2)c(O)c1CC=C(C)C | -30% | -47%[inhibitor] | -6% | -19% | -6% | 1% | 1% | -9% | -3% | -1 | -5%
Cc1c(CN2CCCC(C(=O)Nc3cccc(-n4cccn4)c3)C2)cnn1C (configuration not stated) | 0% | ? | 1% | 2% | 10% | 2% | -15% | 1% | -3% | 7 | -7%
CCN1CCN(Cc2c(O)ccc3c2O/C(=C\c2ccccc2)C3=O)CC1 | 0% | 19% | 2% | -1% | -7% | 6% | -5% | ? | -4% | 4 | 10%
CNC(=S)N/N=C(\C)c1ccc(Cl)s1 | nt | 23% | 6% | -6% | 7% | 16µM* | -3% | -3% | 5%[46.1 µM] | 29 | 2%
CCCn1nnnc1SCC(=O)N1CCCCC1 | 7% | 16% | -3% | -4% | 19% | -3% | -2% | -1% | -3% | -3 | -7%
O=C(NC(=S)NCCCN1CCOCC1)c1ccc(Br)cc1 | 0% | 3% | 2% | -1% | 0% | 2% | -3% | -5% | 1% | 11 | 9%
O=C(O)c1ccn2c(C(=O)c3ccc(Cl)cc3)c(-c3ccccc3)cc2c1 | -6% | 13% | 2% | 8% | 6% | -3% | 5% | 1% | -2% | -15 | 16%
CC(C)(C)OC(=O)N1CCC[C@H]1c1nnc(SCc2ccccc2Cl)o1 | 0% | -6% | 1% | -9% | 11% | 3% | 5% | 0% | 2% | -12 | -6%
Nc1ccc(C(=O)OCC(=O)Nc2ccc([N+](=O)[O-])cc2C(F)(F)F)cc1 | -1% | 13% | 0% | ? | ? | ? | 4% | 0% | -5%[46.1 µM] | -7 | -4%
CN(C(=O)Cc1c[nH]c2ccccc12)C(C(=O)Nc1ccc2c(c1)OCO2)c1ccccc1 (configuration not stated) | -3% | 14% | -1% | 1% | -16% | -1% | -2% | 6% | 0%[46.1 µM] | -3 | 13%
Cc1ccc2[nH]c(=O)c(CN(Cc3cccnc3)C(=O)c3ccncc3)cc2c1 | 3% | -13% | 1% | 2% | 0% | -4% | 3% | 0% | -4% | -5 | -3%
Cc1nc2ccccc2c2oc(C(=O)NCC3CCCO3)cc12 (configuration not stated) | 1% | -17% | 0% | 4% | 21µM* | ? | -5% | -9% | -2% | 17 | 2%
O=c1c2sccc2nc(SCc2cc(=O)n3cc(Cl)ccc3n2)n1-c1ccc(F)cc1 | nt | -8% | 0% | -4% | ? | -14% | 2% | 1% | -4%[46.1 µM] | 20 | -1%

Limited to ELG1 DNA repair and Eya2 inh, for 3 of the compounds above:
molecule	ELG1 DNA repair	Eya2 inh
Cc1ccc(NC(=O)C2CCCC2)cc1S(=O)(=O)N1CCOCC1	-10%	-1%
Cc1nc2ccccc2c2oc(C(=O)NCC3CCCO3)cc12 (configuration not stated)	21µM*	2%
CCOC(=O)CN1C(=O)C2Cc3ccccc3CN2C1=S (configuration not stated)	8%	18%

Other records.
molecule | ASM inhibitor | a7 integrin act | Tb PFK block | Mito fusion act | ELG1 DNA repair | BCR signal inh | A-T KAP1 phos | PTAP TSG101 blk | TCR act | TSHR antagonist | Eya2 inh
Cc1ccc(-c2cn3cc([N+](=O)[O-])ccc3n2)cc1 | -3% | 42% | 28% | 9% | ? | ? | 9% | -7% | -5%[46.1 µM] | 20 | 0%
Cc1ncc(CO)c(/C=N/Nc2ccc(C(F)(F)F)cn2)c1O | nt | 1% | -2% | -14% | ? | 2% | -4% | 1% | 1% | -9 | 5%
CCOC(=O)c1c(NC(=O)CN2C(=O)NC(C)(c3ccc(OC(F)F)cc3)C2=O)sc(C)c1C (configuration not stated) | ? | -35% | -3% | 6% | ? | ? | 0% | -4% | 0%[46.1 µM] | -42 | -16%
COC(=O)Nc1nn(-c2ccc(OC)cc2)c(=O)c(C#N)c1C | -2% | -16% | -5% | -1% | -3% | 1% | -1% | 0% | -5% | -5 | -17%
O=S(=O)(c1cccs1)N1CCC(CO)(Cc2cccc(F)c2)CC1 | -2% | ? | -5% | 27% | -16% | 14% | -1% | -2% | 7% | -11 | -4%
Nc1nonc1-n1nnc(C(=O)N/N=C/c2ccc(OCc3ccccc3)cc2)c1COc1ccc(F)cc1 | 2% | -16% | 0% | 17% | ? | 7% | -4% | 0% | 10% | 13 | 0%
